# Bioassay records deposited in PubChem BioAssay by National Center for Advancing Translational Sciences (NCATS).
# D2 ag: D2 dopamine receptor (human) agonism; P14416; HEK293 T-REx D2 cells, calcium flux agonist mode; activation, % at 2 µM; actives 0.53% (n = 340,000); AID 485358;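 active means activation over 3 SD above normal in the single-dose calcium agonist read, cut at about 30% in these data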; further: 0% is about no effect
# Target sequence (P14416 whole entry, looked up): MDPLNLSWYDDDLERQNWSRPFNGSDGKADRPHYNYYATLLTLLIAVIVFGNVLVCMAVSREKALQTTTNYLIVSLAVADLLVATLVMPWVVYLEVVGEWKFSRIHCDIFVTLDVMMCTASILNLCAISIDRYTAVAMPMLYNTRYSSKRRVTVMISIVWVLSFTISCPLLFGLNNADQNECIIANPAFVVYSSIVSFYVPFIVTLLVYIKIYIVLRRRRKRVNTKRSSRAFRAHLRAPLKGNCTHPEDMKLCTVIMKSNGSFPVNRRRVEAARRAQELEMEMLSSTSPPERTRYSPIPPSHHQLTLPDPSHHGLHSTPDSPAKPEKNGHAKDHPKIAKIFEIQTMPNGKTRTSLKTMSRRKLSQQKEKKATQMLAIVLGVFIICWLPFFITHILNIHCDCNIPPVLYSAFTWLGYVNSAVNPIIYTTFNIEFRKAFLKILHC
#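 Agonism is scored from calcium flux in a force-coupled, inducible HEK293 cell line expressing D2, read kinetically for 180 s after compound addition against dopamine controls.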
# LDHA inh: blocks human lactate dehydrogenase A; P00338; purified LDHA, NADH/diaphorase-resazurin fluorescence; active compounds read low; activity change, % (values are at about 110 or 230 µM); actives 0.15% (n = 480,000); AID 1347041; in the data active means activity change below about -30%; inconclusive means mostly about -25% to -30%;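 further: plate controls were DMSO wells for no effect and wells without enzyme for full effect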
#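 Human LDH5 at 2 nM final in Tris HCl pH 7.4 with 0.06 mM NADH and 0.2 mM pyruvate, reacted 5 minutes at room temperature. Remaining NADH coupled via diaphorase/resazurin; resorufin fluorescence read at 0 and 20 minutes, normalized to enzyme-free and DMSO wells.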
# ERG-DNA inh: ERG Ets/DNA interaction inhibition; fluorescence polarization, His-ERG Ets domain / labelled DNA; Potency, µM (highest dose often 76.9 µM), without a hit: top-dose FP activity, negative = inhibition, actives largely listed as inhibitors; actives 0.028% (n = 370,000); active means well fitted inhibition curve with a large enough effect in the polarisation, with a control signal flat; inconclusive means small, poorly fitted or top-dose-only effect, or effect the other way, or a change in a side signal; inactive means no such curve, though single readings can be large or run the other way; the % refers to the polarisation;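 further: polarization taken with two DNA probes labelled with fluorescein and Texas red; potency means the concentration at half of the fitted maximal effect; % of control where 0% means no effect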
# Target sequence (P11308 whole entry, looked up, the tested form may be a part): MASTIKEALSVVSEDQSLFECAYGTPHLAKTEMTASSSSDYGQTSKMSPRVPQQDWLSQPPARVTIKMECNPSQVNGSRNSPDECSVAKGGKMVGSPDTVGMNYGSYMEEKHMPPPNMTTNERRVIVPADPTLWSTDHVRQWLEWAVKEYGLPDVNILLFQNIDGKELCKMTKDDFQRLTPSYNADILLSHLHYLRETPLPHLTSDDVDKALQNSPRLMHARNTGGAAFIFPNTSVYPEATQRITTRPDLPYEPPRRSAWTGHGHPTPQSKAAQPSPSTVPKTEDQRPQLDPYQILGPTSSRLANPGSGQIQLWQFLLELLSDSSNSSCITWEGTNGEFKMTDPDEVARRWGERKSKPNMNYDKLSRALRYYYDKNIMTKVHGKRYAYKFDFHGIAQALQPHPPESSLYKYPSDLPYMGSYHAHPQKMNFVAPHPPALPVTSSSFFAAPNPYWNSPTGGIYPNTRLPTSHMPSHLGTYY
#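 His-tagged ERG Ets domain (1 uM in the protein solution; 300mM KCl, 50mM Tris-HCl, 1mM EDTA, 1mM DTT, pH 7.5) received compound, then a probe mix of 5 nM fluorescein-DNA and 100nM Texas-615-DNA. Fluorescence polarization was read for both dyes.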
# Vif-A3G inh: Vif-A3G binding inhibition; HeLa A3G-eYFP + Vif (tagged APOBEC3G with the HIV-1 protein that degrades it), YFP fluorescence, overnight; Potency, µM (top dose mostly 46.1 µM), for inactives: top-dose activity, negative = active, actives largely listed as inhibitors; actives 0.076% (n = 410,000); AID 602310;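 further: potency means the concentration at half of the fitted maximal effect; on the % scale 0 is the no-effect control and ±100 the full control effect; nearly all actives have a fitted effect of over 60% in size; hits raise eYFP signal because A3G escapes Vif-driven loss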
#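 HeLa cells stably expressing Vif and C-terminally eYFP-tagged A3G, seeded overnight at 37 deg C, then exposed to compound by pintool overnight at 37 deg C. Rise in yellow fluorescence (Ex 488/Em 500-530, Acumen) marks blocked Vif-driven A3G degradation.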
# 12-LOX inh: blocks human arachidonate 12S-lipoxygenase. P18054. purified 12hLO, xylenol orange hydroperoxide absorbance. Potency, µM (highest dose often 108 µM), inactives show at the highest dose activity change, negative = inhibition, usual class: inhibitors. actives 1.1% (n = 580,000); further: potency means the concentration at half of the fitted maximal effect; on the % scale 0 is the no-effect control and ±100 the full control effect
#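 Hydroperoxide product was detected by ferrous iron/xylenol orange as the 573 to 405 nm absorbance ratio. Arachidonic acid at 40 uM (final) was turned over for 30 min at room temperature by 150 nM human 12hLO, pH 7.0 Hepes buffer, after 15 min compound preincubation.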
# D2 antag: antagonizes the human D2 dopamine receptor | inhibition, % at 10 µM | actives 2% (n = 340,000) | HEK293 TREx D2 cells, calcium flux, dopamine EC80 | P14416; in the data active means inhibition above about 30%; further: 0% is about no effect
#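 Read-out: kinetic calcium fluorescence (1 cycle/s) in inducible HEK293 T-REx D2 cells after an EC80 dopamine addition that followed 180 s compound preincubation. Loss of the dopamine response indicates antagonism.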
# Vif-A3F inh: inhibitors of Vif-A3F interaction. HeLa A3F-eYFP + Vif (tagged APOBEC3F with the HIV-1 protein that degrades it), YFP fluorescence increase. Potency, µM (top dose mostly 46.1 µM), inactives show at the top dose activity, negative = active. actives 0.2% (n = 390,000). AID 602313; further: potency means the concentration at half of the fitted maximal effect; % of control where 0% means no effect; nearly all actives have a fitted effect of over 65% in size
#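 HeLa cells stably expressing A3F-eYFP plus Vif, plated and incubated overnight at 37 deg C, then exposed to compounds overnight at 37 deg C. Blocked degradation read as raised yellow fluorescence (Ex 488/Em 500-530).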
# RGS4 inh: inhibitors of human regulator of G protein signaling 4; Transcreener GDP fluorescence polarization, RGS4-accelerated GTP hydrolysis; Potency, µM (top dose mostly 114 µM), for the others: at the highest dose activity change, negative = inhibition, usual class: inhibitors; actives 0.039% (n = 390,000); P49798; further: potency means the concentration at half of the fitted maximal effect; on the % scale 0 is the no-effect control and ±100 the full control effect; nearly all actives have a fitted effect of over 75% in size; some results filed as inactive show a strong effect at the top dose
#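 MLSMR compounds (23 nl, pin-transferred) preincubated 10 min at room temperature with a 500nM (2x) first reagent, then RGS4 at 900nM (2x) plus Transcreener GDP mix added; fluorescence polarization (620/688 nm) read before and after 90 min at 30 °C.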
# GRP78 ERSR act: ER stress response induction in glioma | AID 602332 | Potency, µM, inactives show at the top dose activation, usual class: activators | actives 0.02% (n = 420,000) | U87-MG GRP78 promoter luciferase reporter, 16 h; further: potency means the concentration at half of the fitted maximal effect; series mostly up to about 76 µM; % of control where 0% means no effect; nearly all actives have a fitted effect of over 35% in size
#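 Stably transfected U87-MG glioma cells carrying a GRP78-based luciferase sensor; 16 h compound incubation. Luminescence end-point read 10 min after Bright-Glo addition at room temperature.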
# * hit, by the source's call; i = inactive; ? = inconclusive; / = no result given; & = joins results of further samples; [ ] = another dose, or the depositor's remark. Unless noted, the call rests on the fitted dose curve; in most records, active means well fitted curve in the direction sought with a large enough effect; inconclusive means small, poorly fitted or top-dose-only effect, or another doubt; inactive means no such curve, though single readings can be large; an effect the other way counts as inactive or inconclusive. These rows are one share of the data. The share of hits here may be higher or lower than overall.
# Field names – A = D2 ag; B = LDHA inh; C = ERG-DNA inh; D = Vif-A3G inh; E = 12-LOX inh; F = D2 antag; G = Vif-A3F inh; H = RGS4 inh; I = GRP78 ERSR act
> COc1ccc2c(c1)[C@H]1[C@H](CO2)[C@H](c2ccccc2)[C@]2(C)C(=O)N(Cc3ccc(C)cc3)CC(=O)N12
  A = /	B = -10	C = -5%	D = -4%	E = /	F = /	G = -3%	H = 7%	I = -2%
> COc1ccc(OC)c(NC2=C(Cl)C(=O)N(Cc3ccccc3)C2=O)c1
  A = -0.8	B = -2	C = 1%	D = -18%	E = -7%	F = 3	G = -8%	H = -41%	I = -5%
> COc1ccc(-c2nnc3ccc(SCC(N)=O)nn23)cc1OC
  A = 0.7	B = 6	C = -1%	D = 1%	E = -12%	F = 7	G = -12%	H = 22%	I = -3%
> CCN1CCN(C(c2ccccc2Cl)c2c(O)cc(C)n(Cc3ccco3)c2=O)CC1 (stereo not drawn)
  A = -0.7	B = 1	C = -4%	D = 2%	E = ?	F = /	G = 8%	H = -1%	I = -2%
> CC(C)(C)N1CC(C(=O)Nc2ccc(S(=O)(=O)N3CCCCC3)cc2)CC1=O (stereo not drawn)
  A = 0.4	B = -8	C = 8%	D = 0%	E = -21%	F = 3	G = -8%	H = -9%	I = -2%
> CC(C)(C)c1ccc(S(=O)(=O)NCc2ccccn2)cc1
  A = 0.4	B = -3	C = -6%	D = 0%	E = -47%	F = -8	G = 2%	H = -6%	I = -1%
> O=C(O)c1cccc(Cl)n1
  A = 0.0	B = -2	C = 2%	D = 0%	E = -13%	F = -4	G = 2%	H = 2%[11.4 µM]	I = -4%
> C=CCn1c(=O)c2ccccc2n2c(SCC(=O)Nc3cc(C)on3)nnc12
  A = -0.7	B = -8	C = -2%	D = -1%	E = 4%	F = -7	G = -9%	H = 9%	I = -6%
> CC(C)OCCCNC(=O)CN1C(=O)CSc2ccc(S(=O)(=O)N3CCCCC3)cc21
  A = -0.4&-0.1	B = -2&1	C = 7%&0%	D = -5%&-2%	E = -2%&-21%	F = 24	G = -6%&5%	H = 9%&11%	I = 1%&-4%
> CCCCNC(=O)C1(C)CCC(=O)N1CCOc1ccccc1 (stereo not drawn)
  A = /	B = -3	C = /	D = 2%	E = 0%	F = /	G = /	H = /	I = -3%
> Cc1ccc(C(O)c2ncc(-c3ccccc3C(F)(F)F)[nH]2)cc1F (stereo not drawn)
  A = /	B = 0	C = /	D = -5%	E = 0%	F = /	G = /	H = /	I = 1%
> CCC(=O)Nc1ccc(S(=O)(=O)N2CCOCC2)cc1
  A = -0.5	B = 2	C = /	D = -2%	E = 14%	F = 8	G = ?	H = -15%	I = 2%
> COc1cccc(Nc2nc(C(N)CC(C)C)cs2)n1 (stereo not drawn)
  A = /	B = -3	C = /	D = -3%	E = -11%	F = /	G = /	H = /	I = -7%
> COc1ccc(OCC(=O)Nc2c(Cl)ccc3nsnc23)cc1
  A = 0.5	B = 1	C = -9%	D = -5%	E = -9%	F = -3	G = ?	H = 18%	I = -3%
> Cc1ccc2nc(N(Cc3cccnc3)C(=O)c3ccc4c(c3)OCCO4)sc2c1
  A = /	B = -10	C = -1%	D = 7%	E = -24%	F = /	G = -3%	H = 17%	I = 0%
> CCc1ccc(OCCCC(=O)O)c(Br)c1
  A = -0.4	B = -4	C = /	D = 1%	E = 11%	F = 7	G = 5%	H = 6%	I = -2%
> Cc1[nH]n2c(=O)c(C#N)c(-c3ccccc3)nc2c1-c1ccccc1
  A = 0.3	B = -8	C = -11%	D = 1%	E = 0%	F = -12	G = -7%	H = -10%	I = 0%
> COc1cc2c3c(c1OC)C1(C=CC(=O)C=C1)CC3N(C(C)=O)CC2 (stereo not drawn)
  A = 1.2	B = -4	C = 2%	D = -2%	E = 0%	F = -2	G = 0%	H = 10%	I = -1%
> CC(C)(C)OC(=O)NCCCCCNC(=O)c1[nH]cnc1C(=O)Nc1ccc(Cl)cc1
  A = -1.3	B = 4	C = 73%[activator]	D = -36%	E = -4%	F = -5	G = 2%	H = -3%	I = -6%
> COc1nc(NCc2ccco2)nc(N2CCC(C)CC2)n1
  A = 1.6	B = -2	C = -6%	D = -3%	E = 0%	F = -2	G = 0%	H = 21%	I = -3%
> COc1ccccc1C(=O)c1nc2ccccc2n1C
  A = -3.1	B = -6	C = -7%	D = 2%	E = 6%	F = -12	G = -19%	H = 19%	I = 3%
> Cc1ccc(CN2CCSc3ccc(C(=O)Nc4ccc(Cl)cc4)cc32)cc1
  A = 0.2	B = -6	C = 3%	D = -5%	E = ?	F = /	G = 4%	H = -19%	I = 3%
> O=C(COc1ccccc1)NCc1n[nH]c(=S)n1-c1ccccc1
  A = 0.2	B = -2	C = -3%	D = 0%	E = -11%	F = 5	G = -32%	H = 2%	I = 3%
> Cc1c(NS(=O)(=O)c2cccc(C(=O)Nc3ccc(SC(F)F)cc3)c2)c(=O)n(-c2ccccc2)n1C
  A = /	B = -2	C = -10%	D = -3%	E = -15%	F = /	G = -4%	H = -17%	I = -2%
> O=C(c1ccc(=O)[nH]c1)N1CCN(S(=O)(=O)c2cc(C(F)(F)F)ccc2Cl)CC1
  A = 0.0	B = -9	C = 26%	D = -1%	E = -11%	F = -23	G = -6%	H = 23%	I = 2%
> Cc1ccn2c(Nc3ccc4c(c3)OCO4)c(-c3ccc(N(C)C)cc3)nc2c1
  A = -0.7	B = 8	C = 11%	D = -5%	E = ?	F = /	G = 0%	H = -31%	I = 3%
> Cc1ccc(NC(=O)CSc2nnc(-c3ccc([N+](=O)[O-])cc3)o2)c(C)c1
  A = -1.1	B = 4	C = -3%	D = /	E = -9%	F = /	G = /	H = -13%	I = /
> CN1CCN(C(=O)c2cc3cc(F)ccc3[nH]2)CC1
  A = 0.4	B = -1	C = 8%	D = 0%	E = 0%	F = 17	G = 5%	H = -11%	I = 5%
> Cc1ccccc1NC(=O)N(C(C)C)C(C)C
  A = 1.3	B = 3	C = -4%	D = -1%	E = 26%	F = -11	G = 4%	H = 13%	I = -4%
> COc1ccccc1-n1c(SCC(=O)O)nc2sc3c(c2c1=O)CCC3
  A = 0.4	B = -8	C = 8%	D = 0%	E = -12%	F = 8	G = 15%	H = 17%	I = -4%
> CC(C)[C@H](NC(=O)c1ccccc1)C(=O)OCC(=O)Nc1ccc(Cl)cc1C(F)(F)F
  A = -0.9	B = 1	C = 6%	D = 0%	E = 6%	F = -10	G = 5%	H = -6%	I = -3%
> COc1cccc(OC)c1OCCN1CCCC1
  A = -1.5	B = -2	C = 2%	D = 1%	E = -41%	F = -13	G = -2%	H = -6%	I = -6%
> CCS(=O)(=O)N1CCC(C(=O)NCCCN2CCCCCC2)CC1
  A = -0.1	B = -8	C = /	D = -2%	E = -8%[57.4 µM]	F = 9	G = 5%	H = 10%	I = -2%
> COc1ccc(-n2nc(C)c3onc(C)c3c2=O)cc1
  A = -0.4	B = -3	C = 13%	D = 0%	E = 64%[activator]	F = 7	G = 0%	H = -6%	I = -3%
> CCN(CC)c1ccc(/C=N/NC(=O)Cc2ccc(OC)c(OC)c2)cc1
  A = 0.4	B = -11	C = 5%	D = -1%	E = i	F = -5	G = 24%	H = 23%	I = 0%
> Clc1ccccc1-c1ccc2nccn2c1
  A = /	B = -6	C = /	D = 3%	E = -24%	F = /	G = /	H = /	I = 3%
> O=C(NCCOc1ccc(F)cc1)c1ccccc1SCc1ccccc1
  A = 1.2	B = -2	C = -2%	D = 0%	E = ?	F = -21	G = 0%	H = 22%	I = -2%
> COCCNC(=O)C1(C)CCN(C(=O)c2ccc(SC(F)(F)F)cc2)C1 (stereo not drawn)
  A = /	B = -6	C = /	D = 1%	E = -23%	F = /	G = /	H = /	I = -2%
> CCc1cccc(NC(=O)C2CCCN(c3cnccn3)C2)c1 (stereo not drawn)
  A = -0.2	B = -3	C = 0%	D = -6%	E = -9%	F = -12	G = -10%	H = -17%	I = -4%
> Cc1c(CN(C)C)c2c(n1C)C(=O)c1ccc(Br)cc1-2
  A = 0.2	B = -1	C = /	D = 3%	E = -7%	F = 2	G = 0%	H = 5%	I = -4%
> O=C(COC(=O)c1ccc2c(c1)S(=O)(=O)N=C1CCCCCN12)NCCc1ccc(F)cc1
  A = 1.8	B = 0	C = -16%	D = 0%	E = -8%	F = 12	G = -8%	H = -19%	I = -3%
> CCOc1ccc(C(=O)NCC(=O)OCC(=O)N2CCCC2)cc1
  A = 0.2	B = -1	C = -4%	D = 1%	E = -5%	F = 2	G = -7%	H = -33%	I = -2%

# 3 entries from above, arranged by the value under ERG-DNA inh, descending.
structure | ERG-DNA inh
Cc1ccc2nc(N(Cc3cccnc3)C(=O)c3ccc4c(c3)OCCO4)sc2c1 | -1%
C=CCn1c(=O)c2ccccc2n2c(SCC(=O)Nc3cc(C)on3)nnc12 | -2%
CC(C)(C)c1ccc(S(=O)(=O)NCc2ccccn2)cc1 | -6%
